ARNT-TACC3 inh = disruptors of human ARNT/TACC3 interaction; Q9Y6A5; inhibition, % at 9.99 µM; AID 623870; AlphaScreen His-ARNT PAS-B/GST-TACC3 binding, luminescence; TACC3 fragment carries E629A point mutation; 0.66% of 390,000 active;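 active means mean inhibition of replicates at least 50% and at least half of replicates each reaching 50%; inconclusive means half or more replicates reach 50% but mean below 50%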;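 further: 0% = complete ARNT plus TACC3 wells and 100% = ARNT alone without TACC3; many hits fall short of the cut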
ERp5 inh = blocks human ERp5 reductase activity on insulin; ERp5 insulin aggregation, absorbance 650 nm, 90 min; AID 651711; 0.05% of 350,000 active; inhibition, % at 9.99 µM;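 active means mean replicate inhibition above about 25%, with every replicate also reaching it, limit read from the data, passing the limit was not always enough; inconclusive means only one of those two criteria met; inactive means neither criterion met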
Target sequence (Q15084 whole entry, looked up): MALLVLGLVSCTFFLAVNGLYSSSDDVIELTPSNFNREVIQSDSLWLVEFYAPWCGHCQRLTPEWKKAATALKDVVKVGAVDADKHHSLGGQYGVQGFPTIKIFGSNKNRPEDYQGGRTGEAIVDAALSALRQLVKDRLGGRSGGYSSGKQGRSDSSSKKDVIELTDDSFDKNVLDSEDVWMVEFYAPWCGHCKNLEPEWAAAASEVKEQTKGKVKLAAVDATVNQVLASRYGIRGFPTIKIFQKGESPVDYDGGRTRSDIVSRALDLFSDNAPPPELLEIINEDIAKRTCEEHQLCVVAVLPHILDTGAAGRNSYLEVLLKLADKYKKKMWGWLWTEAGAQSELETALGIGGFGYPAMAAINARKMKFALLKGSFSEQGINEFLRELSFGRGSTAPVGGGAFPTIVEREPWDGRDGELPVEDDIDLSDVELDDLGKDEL
F508del corr = CFTR F508del correction in bronchial cells; activity (quench increase), % at 7.58 µM; AID 720511; 0.36% of 350,000 active; CFBE cells, YFP halide quenching; stimulated with forskolin plus potentiator P3; % fluorescence drop versus neutral controls;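 active means mean added fluorescence quench of at least 8% versus neutral control, with both replicates also reaching 8%; inconclusive means only one of the mean or replicate conditions met; inactive means mean below 8% and not both replicates reaching 8%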;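 further: cells transiently co-express mutant CFTR-F508del with the halide-sensitive YFP; corrector assay measuring rescue of mutant channel to the surface after 24 h compound exposure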
EWS-Fli inh = inhibitors of EWS/Fli oncoprotein transcriptional activity; A673 NR0B1-luciferase reporter, viability-normalised; inhibition, % at 12.6 µM; 0.67% of 350,000 active; AID 651661;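 active means mean inhibition of at least 50% after viability correction, with every replicate also passing that limit; inconclusive means mean reaches 50% but only one of two replicates passes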;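 further: firefly luciferase signal divided by Alamar Blue viability fluorescence both relative to DMSO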
INS-1E GSIS act = primary screen for activators of insulin secretion dependent on glucose, INS-1E cells, GLuc reporter luminescence. INS-1E GLuc reporter insulin secretion, 2-3 h. activation, % at 16.6 µM. 0.61% of 370,000 active. AID 743287;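 active means lowest replicate activation of at least 40%, so every replicate reaches that level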;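 further: 0% = median of neutral control wells and 100% = median of IBMX positive control wells; some compounds called inactive have numbers as strong as hits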
DENV2 CPE rescue = inhibitors of DENV2 cytopathic effect; 1.7% of 350,000 active; CPE inhibition, % at 9.99 µM; DENV2-infected cells, cytopathic effect rescue, plate reader; in the data active means CPE inhibition above about 20%, passing the limit was not always enough; inconclusive means no clear call, values can overlap the other calls; tested in BHK-21 cells;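 further: 0% = median of neutral control wells and 100% = median of positive control wells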
PAX8 reporter = lowers PAX8-driven luciferase in RMG-I cells | 1.2% of 360,000 active | inhibition, % at 12.6 µM | RMG-I TPO-luciferase reporter, SteadyGlo, 24 h;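 active means mean replicate inhibition at least 60% with every replicate also reaching 60%; inconclusive means only one of the two criteria is met; inactive means mean below 60% and not all replicates reaching 60%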;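 further: luciferase light reporting Pax8 driven TPO promoter activity; plate controls were median of neutral control wells for no effect and mitoxantrone controls for full effect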
XiGFP reactiv = reactivates the inactive X chromosome in mouse fibroblasts; XiGFP mouse fibroblasts, % GFP-positive cells imaging, 3 d; cells co-treated with 5-aza-dC sensitizer; scaled so ellipticine positive control = 100%; activation, % at 7.58 µM; 0.055% of 360,000 active; AID 743238;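 active means mean normalized replicate activation at least 10% and every replicate at or above 10%; inconclusive means only one of the two criteria met; inactive means mean below 10% and not all replicates reach 10%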;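 further: 0% = median of on-plate neutral control wells and 100% = ellipticine 6 µM median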
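Assay system – SV40-immortalized XiGFP fibroblast cells, line 68-5-11 · Buffer or medium – DMEM supplemented with 5-aza-dC as sensitizing agent · Dosing – one concentration, pinned · Benchmarks – positive control ellipticine, 6 µM final · Times – 3 days compound exposure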
* marks the source's active call; other numbers are inactive results; ? = inconclusive; . = no result given; & = joins results of further samples.

Compound	ERp5 inh	ARNT-TACC3 inh	EWS-Fli inh	DENV2 CPE rescue	XiGFP reactiv	F508del corr	INS-1E GSIS act	PAX8 reporter
C[C@H]1CN([C@@H](C)CO)C(=O)Cc2cc(NC(=O)Nc3ccc(C(F)(F)F)cc3)ccc2O[C@H]1CN(C)C(=O)Nc1cccc2ccccc12	-7	-7	4	7	0.0	0.4	-26	50
Cc1ccc(C)c(NC(=O)NNC(=O)c2cc3occc3[nH]2)c1	3	5	8	4	0.0	1.8	9	0
COC(=O)[C@]12C[C@H](CC(=O)NCc3ccc(C)o3)C(=O)N(Cc3ccc4c(c3)OCO4)C1=C[C@H](C(C)(C)C)O[C@@H]2C	9	.	6	?	0.0	-2.5	.	-2
C=CCNC(=O)COC(=O)c1nc2nccc(C)n2n1	-5	-1	15	19	0.0	3.8	.	-11
Cc1ccc(CN2C(=O)N/C(=C\c3cccn3-c3cccc(C(=O)O)c3)C2=O)cc1	1	5	2	.	0.3	-0.4	3	35
CC(C)Nc1nc(-c2ccncc2)nc(-c2ccc(Cl)cc2)c1C#N	-2	.	-1	1	0.1	-2.4	-9	-3
O=C(Nc1ccccc1F)N1C[C@@H]2N[C@H](C1)C2c1ccc(/C=C/c2ccccc2)cc1 (stereo partly drawn)	3	.	-21	1	-0.1&0.0	-2.7	1&-25	-51
c1csc(COc2ccccc2CNC2CCCCC2)c1	.	5	9	.	-0.3	.	34	20
CCN(CC)CCCNC(=O)c1ccc(N2CCCCC2)c(NS(=O)(=O)c2ccc(C)cc2)c1	3	-4	5	-2	0.0	0.1	2	4
Cc1noc(C)c1NC(=O)N(C)C[C@@H]1Oc2ccc(NC(=O)Cn3cnnn3)cc2C(=O)N([C@@H](C)CO)C[C@@H]1C	-9	-7	0	4	0.1	-0.7	-1	.
CC(C)C(=O)NC(=S)Nc1ccccc1N1CCN(C(=O)c2ccccc2)CC1	0	2	8	14	0.2	3.7	3	9
O=C(c1cccnc1)N1CC[C@@H]2[C@@H](CO)Nc3ccc(-c4ccc(F)cc4)cc3[C@@H]21	0	4	12	?	0.0	1.7	-2	-12

New compounds follow:
Compound	ERp5 inh	ARNT-TACC3 inh	EWS-Fli inh	DENV2 CPE rescue	XiGFP reactiv	F508del corr	INS-1E GSIS act	PAX8 reporter
C[C@@H]1CN([C@@H](C)CO)C(=O)Cc2cc(NS(=O)(=O)c3ccccc3)ccc2O[C@@H]1CN(C)C	-4	1	-9	9	0.0	-2.0	14	-1
CCSc1nnc(NC(=O)c2nc3nc(C)cc(C)n3n2)s1	3	4	1	-1	0.2	-1.5	-11	3
NC(=S)NNC(=O)COc1ccccc1O	2	-1	0	-1	-0.1	1.1	3	1
Cn1nccc1NC(=O)CC(CC(=O)O)c1ccccc1 (stereo not drawn)	1	-5	4	1	0.2	0.9	8	-3
CC1CCC(C(C)C)C(OCC(O)CNC(C)C)C1 (stereo not drawn)	7	-8	3	-5	-0.2	4.4	10	18
O=C(N[C@@H]1C=C[C@H](CC(=O)N2CCc3ccccc3C2)O[C@@H]1CO)C1CC1	23	.	.	-5	-0.2	0.5	13	.
CC(=O)N(C)C[C@H]1Oc2ncc(-c3cccc(F)c3)cc2C(=O)N([C@@H](C)CO)C[C@@H]1C	1	-5	-15	-6	-0.9	2.1	12	.
CC1CCC(NC(=O)CNC(=O)c2cccs2)CC1 (stereo not drawn)	1	-3	.	4	0.3	-0.5	8	-132
COc1ccc(C(=O)NCC(c2cccnc2)N2CCN(c3ccccc3OC)CC2)cc1OC (stereo not drawn)	3	4	0	-5	0.0	-2.0	7	10
COc1ccc(NC(=O)N2CC(=O)N3[C@H](C2)[C@@H](c2ccc(C#CCC4CCCC4)cc2)[C@@H]3CO)cc1	-7	.	.	2	0.4	2.0	6	.
CNC[C@@H]1Oc2ncc(C#CCC3CCCC3)cc2C(=O)N([C@H](C)CO)C[C@H]1C	6	4	3	-3	-0.1	1.9	14	.
O=C(c1c[nH]c2ccccc2c1=O)N1CCCCCC1	1	1	1	16	0.3	3.5	1	-13

Next section
Compound	ERp5 inh	ARNT-TACC3 inh	EWS-Fli inh	DENV2 CPE rescue	XiGFP reactiv	F508del corr	INS-1E GSIS act	PAX8 reporter
COCC(=O)Nc1ccc2c(c1)C(=O)N(C)C[C@@H](OC)[C@@H](C)CN(Cc1cccc(F)c1)[C@@H](C)CO2	0	-8	-7	-11	0.2	4.8	1	7
O=C(NCCNC(=O)c1ccc(F)cc1)c1ccc(F)cc1	6	-5	-15	-2	0.2	1.1	.	-7
Cc1noc(C)c1NC(=O)Nc1cccc2c1O[C@H](CN(C)S(C)(=O)=O)[C@H](C)CN([C@@H](C)CO)C2=O	12	1	-8	0	-0.1	-3.0	2	.
CS(=O)(=O)N(CC(=O)N1CCN(c2ccccc2F)CC1)C1CCCCC1	1	3	3	.	.	1.7	-3	.
CS(=O)(=O)Nc1ccccc1C(=O)Nc1cc2c(cc1C(=O)O)OCCCO2	3	-21	3	-8	0.2	6.9	-4	-8
CC(C)c1ccc(-c2csc3ncnc(N4CCN(C)CC4)c23)cc1	-3	6	-2	14	0.1	-3.2	-1	2
Cn1c(SCc2ccccc2F)nnc1-c1ccccn1	1	9	-52	.	0.1	-0.3	-1	-123
CCCCCCCCNC1=CC(=O)CC(C)(C)C1	6	-4	0	-12	0.0	1.0	-19	-11
CN(C(=O)c1ccc(NC(=O)Cc2ccc(NC(=O)C3CCCN(C(=O)C4CCC4)C3)cc2)cc1)C1CC1 (stereo not drawn)	-2	-6	0	.	0.0	-1.7	1	-16
CN1/C(=C\C(=O)Nc2ccc(Br)cc2)C(C)(C)c2ccccc21	-1	-3	-6	-8	0.0	-1.6	-15	-7
CCOC(=O)N1CCC(=NNc2ccnc3cc(Cl)ccc23)CC1	2	8	12	-2	0.0	-1.3	5	39
CN(Cc1ccccn1)C(=O)C1CCC(=O)N(Cc2cccc(F)c2)C1 (stereo not drawn)	3	0	.	-2	0.0	3.2	11	28

Later entries.
Compound	ERp5 inh	ARNT-TACC3 inh	EWS-Fli inh	DENV2 CPE rescue	XiGFP reactiv	F508del corr	INS-1E GSIS act	PAX8 reporter
O=C1NC[C@H](Cc2ccccc2)N(C[C@@H]2CCCN2C[C@H](Cc2ccc(O)cc2)N2C[C@H](Cc3ccc(O)cc3)N(CC3CCCCC3)C(=O)C2=O)C1=O	1	.	22	7	0.0	1.5	-4	8
COc1ccc(C)cc1-n1c(SCC(=O)Nc2cccc(C(=O)O)c2)nc2ccccc2c1=O	-6	-3	6	0	0.0	-1.1	1	3
O=C(c1ccco1)N1CCN(c2cc(N3CCOCC3)c(F)cc2[N+](=O)[O-])CC1	-1	-1	0	9	0.0	0.8	35	-2
C[C@H]1CN([C@@H](C)CO)C(=O)c2cc(NC(=O)Nc3ccc(C(F)(F)F)cc3)ccc2O[C@H]1CN(C)Cc1ccc(C(F)(F)F)cc1	0	0	-2	-24	0.2	3.6	-8	23
Cn1cccc1CC(=O)N/N=C\c1ccccc1	0	.	-39	3	0.0	0.1	0	-7
CC(C)(C)c1ccc(C(=O)N2CCCC2)s1	?	-2	-60	3	0.3	-2.5	0	-35
COc1cc(NC(=O)c2cc([N+](=O)[O-])ccc2NC(=O)CNC2CCCCC2C)cc(OC)c1 (stereo not drawn)	9	6	1	2	0.3	1.5	1	23
COCCn1c(SCc2cc(=O)n3ccsc3n2)nnc1-c1ccncc1	-9	-3	3	6	0.0	2.2	7	17
CCC(=O)N1[C@H](CO)[C@H](c2ccc(-c3ccccc3OC)cc2)[C@H]1CNC(C)=O	0	.	.	-8	0.0	-3.0	-7	.
Cc1cc(OCCN2CCOCC2)ccc1Cl	3	-8	-84	1	0.0	-3.1	-5	-78
Cc1ccc(N/C=C/C(=O)c2cccs2)cc1C	0	12	40	.	0.3	-1.6	15	-2
O=C(COc1ccccc1Cl)N1CCN(c2ccc([N+](=O)[O-])c(N3CCCCC3)c2)CC1	6	3	9	-2	.	-1.2	-14	.

Next section
Compound	ERp5 inh	ARNT-TACC3 inh	EWS-Fli inh	DENV2 CPE rescue	XiGFP reactiv	F508del corr	INS-1E GSIS act	PAX8 reporter
CCN(CC)S(=O)(=O)c1ccc(N2CCOCC2)c(NC(=O)CNCCc2ccccc2)c1	-1	-3	12	0	0.0	3.0	-46	-2
Cc1ccc(N(C(=O)c2ccco2)C(C(=O)NC2CCCC2)c2cccnc2)cc1C (stereo not drawn)	2	5	-4	2	0.3	2.8	-5	-6
Cc1cccn2c(CN3CCSCC3)c(C(=O)N3CCOCC3)nc12	2	-7	-5	-1	-0.1	0.4	18	2
Cc1ccc(C)c(S(=O)(=O)/N=C(/Nc2ccccc2)c2ccccc2)c1	-1	20	0	3	0.1	-1.1	.	.
O=C(Nc1nc2ccccc2s1)C1c2ccccc2Oc2ccccc21	.	1	.	.	0.0	.	-12	7
O=C(CNCc1ccc(Cl)cc1)Nc1cc(S(=O)(=O)N2CCCC2)ccc1Cl	3	-1	1	2	0.2	1.2	-2	5
Cc1cc(NC(=O)COC(=O)c2ccccc2[N+](=O)[O-])no1	-1	.	-12	0	0.0	-1.2	-27	7
Cc1ccc(S(=O)(=O)Nc2ccc3c(c2)CC(=O)N([C@@H](C)CO)C[C@@H](C)[C@@H](CN(C)S(=O)(=O)c2c(C)noc2C)O3)cc1	-3	-9	2	-4	-0.1	2.6	-5	-20
O=C(CS(=O)(=O)c1ccc(Cl)cc1)NCc1ccccc1	-3	-1	-8	1	0.0	0.7	-1	7
C[C@H]1CN([C@@H](C)CO)C(=O)c2cccc(NC(=O)Nc3ccc4c(c3)OCO4)c2O[C@H]1CN(C)Cc1ccc(C(=O)O)cc1	12	-3	4	20	-1.1	1.5	17	.
CC(=O)N1[C@@H](CO)[C@@H](c2ccccc2)[C@@H]1CN(CC(C)C)C(=O)c1ccccn1	.	0	-9	4	0.0	-2.0	12	10
Cc1ccccc1C(=O)NNC(=O)/C=C/c1ccccc1	4	.	-2	-3	0.0	.	4	10

(continued)
Compound	ERp5 inh	ARNT-TACC3 inh	EWS-Fli inh	DENV2 CPE rescue	XiGFP reactiv	F508del corr	INS-1E GSIS act	PAX8 reporter
CN(C)CC(=O)N1[C@H](C#N)[C@@H](c2ccc(C#Cc3cccnc3)cc2)[C@H]1CO	0	2	-5	1	0.6	-1.9	2	2
COc1c(C)cccc1C(=O)NCc1ccc2c(c1)OCO2	3	-4	8	?	-0.1	-3.5	-8	6
CCCc1ncc(C(O)c2cccc(OC)c2)n1C (stereo not drawn)	-1	-3	-5	3	0.2	1.3	14	-13
COCc1cn(CC[C@@H]2CC[C@H](NC(=O)Nc3ccc(OC)cc3)[C@@H](CO)O2)nn1	-4	-8	2	?	-0.4	0.2	7	-22
NS(=O)(=O)c1ccc(CCNS(=O)(=O)c2cccc3nsnc23)cc1	4	25	1	-2	0.0	0.5	0	16
Cc1cc(=O)oc2cc(OCC(=O)NC3CCCCC3)c(Cl)cc12	-8	5	-31	-4	0.3	-1.0	5	-17
COC(=O)c1ccc(NC(=O)CC(=O)Nc2ccc(C(=O)OC)cc2)cc1	6	4	9	2	0.0	-5.9	4	14
CC(C)NC(=O)N1C[C@H]2[C@@H](c3ccccc31)[C@H](CO)N2C(=O)C1CCCC1	1	-2	-1	12	0.3	0.0	3	-18
Cc1noc(C)c1S(=O)(=O)N1CCCC1C(=O)O (stereo not drawn)	-5	-1	4	5	0.0	-1.5	16	-1

Bioassay records from PubChem BioAssay.
